High-throughput results: PubChem, several laboratories
procasp7 counter = activates human procaspase-7, counter-screen for procaspase-3 activators; P55210; recombinant procaspase-7, Ac-DEVD-pNA absorbance 405 nm; D23A/D198A/D206A triple mutant, cannot self-cleave; scale: DMSO 0, 5 µM enzyme 100; activation, % at 8.5 µM; 330,000 compounds, 0.093% hits; AID 463210;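 active = percent activation above the screen-wide mean plus 3 SD, cut at about 25% in these data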
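signal = Epi-absorbance of released pNA at 405 nm, two timepoints | assay system = Uncleavable procaspase-7 mutant enzyme | reagent = Ac-DEVD-pNA substrate, 400 µM as added | times = 1 h enzyme–compound preincubation and 2 h substrate reaction, both 25 °C | benchmarks = low DMSO alone, high DMSO plus 5 µM PC-7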
PP5 primary = blocks human protein phosphatase 5 activity. purified PP5c, OMFP substrate fluorescence. AID 1987. inhibition, % at 6.7 µM. 320,000 compounds, 0.18% hits;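 active = inhibition above the campaign's mean inhibition across all tested compounds plus 3 SD, cut at about 9.5% in these data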;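 also: 0% = DMSO only and 100% = 100 µM cantharidin control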
Efflux pump inh = antifungal efflux pump inhibition, Nile Red retention | S. cerevisiae Candida pump triplex | inhibition, % at 10 µM | 330,000 compounds, 0.44% hits | AID 485275;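 active = plate passing quality check with inhibition over a set limit, or well fluorescence over plate mean plus 4 SD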;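 also: Nile Red retained in pooled yeast measured as flow cytometry median fluorescence; 0% = buffer negative control and 100% = Enniatin B positive control; higher means more Nile Red kept so more efflux inhibition; some compounds called inactive have numbers as strong as hits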
TPT1 inhibitor = C. albicans TPT1 enzyme inhibition; recombinant caTPT1, FP RNA substrate dephosphorylation; inhibition, % at 5 µM; 300,000 compounds, 0.81% hits; AID 1962;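 active = inhibition above the mean of all tested compounds plus 3 SD, set per screening campaign, cut at about 24% in these data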;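 also: plate controls were DMSO alone for no effect and ferristatin control at 100 nM for full effect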
Fh CTSL1 inh = blocks F. hepatica cathepsin L1 in PFM18AAP counter-screen | recombinant F. hepatica cathepsin L1, Z-Leu-Arg-MCA fluorescence | inhibition, % at 5.96 µM | 300,000 compounds, 0.49% hits | AID 1906;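 active = inhibition above the mean of all tested compounds plus 3 SD, set per screening campaign, cut at about 17% in these data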;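 also: 0% = plate median of test compound wells and 100% = 1 µM Z-Phe-Ala-diazomethylketone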
HCV core dimer = blocks dimerization of HCV core protein. TR-FRET GST/Flag-core106 dimerization, 1536-well. inhibition, % at 5 µM. 300,000 compounds, 0.33% hits;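 active = inhibition above the mean of all tested compounds plus 3 SD, set per screening campaign, cut at about 45% in these data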
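assay system = GST-tagged and Flag-tagged HCV core protein residues 1-106 | controls = unlabelled core106 and no-GST-core106 wells | incubation = compound-protein-antibody incubation 4 h at 22.5 °C | probe or stimulus = Eu donor and XL665 acceptor anti-tag antibodies | read-out = % inhibition based on acceptor/donor emission ratio | signal = TR-FRET 671 and 617 nm emission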
procasp3 activ = procaspase-3 (human) activation. recombinant procaspase-3 D3A, Ac-DEVD-pNA absorbance 405 nm. activation, % at 8.5 µM. 330,000 compounds, 0.11% hits;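 active = activation above the mean of all tested compounds plus 3 SD, cut at about 21% in these data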;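 also: 0% = DMSO alone and 100% = DMSO wells spiked with extra 5 µM PC-3 D3A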
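System: Procaspase-3 D3A mutant. Medium: Zinc-free 300 mM NaCl, 50 mM HEPES, 0.01% Triton X-100. Schedule: 1 h preincubation plus 2 h reaction at 25 °C. Measured by: 405 nm absorbance of p-nitroaniline, reads at 0 and 120 min. Read-out: percent activation relative to control range.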
GASC-1 inh = inhibitors of human GASC-1 (JMJD2C) demethylase. inhibition, % at 2.35 µM. Q9H3R0. 330,000 compounds, 0.069% hits. GST-JMJD2C(1-420) H3K9me3 demethylation, DELFIA europium. AID 2099;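 active = more than half of a compound's replicate wells show inhibition beyond 50%, single wells judged on their own value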;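 also: signal counts dimethyl H3K9 product captured on neutravidin plate; 0% = median of DMSO wells and 100% = 0.3 times that DMSO median; strong numbers were not always called active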
Target sequence (Q9H3R0 1-420 limits assumed): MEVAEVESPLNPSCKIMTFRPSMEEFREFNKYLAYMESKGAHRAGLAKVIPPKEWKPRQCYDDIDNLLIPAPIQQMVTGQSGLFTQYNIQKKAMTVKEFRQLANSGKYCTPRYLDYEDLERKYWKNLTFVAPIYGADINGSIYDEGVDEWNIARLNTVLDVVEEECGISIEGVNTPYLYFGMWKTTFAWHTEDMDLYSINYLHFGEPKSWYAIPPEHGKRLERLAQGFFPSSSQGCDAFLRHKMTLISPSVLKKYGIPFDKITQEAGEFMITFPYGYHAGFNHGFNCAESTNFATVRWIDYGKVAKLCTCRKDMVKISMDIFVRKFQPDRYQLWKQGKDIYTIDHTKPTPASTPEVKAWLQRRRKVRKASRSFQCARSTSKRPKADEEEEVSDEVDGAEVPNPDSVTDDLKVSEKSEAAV
PP1 inh = blocks human PP1-alpha phosphatase, a PP5 counter-screen | purified PP1alpha, OMFP fluorescence | inhibition, % at 6.7 µM | 320,000 compounds, 0.9% hits;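 active = inhibition above the mean inhibition of all tested compounds plus 3 SD, computed separately for each screening campaign, cut at about 15% in these data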
Target sequence (P62136 whole entry, looked up): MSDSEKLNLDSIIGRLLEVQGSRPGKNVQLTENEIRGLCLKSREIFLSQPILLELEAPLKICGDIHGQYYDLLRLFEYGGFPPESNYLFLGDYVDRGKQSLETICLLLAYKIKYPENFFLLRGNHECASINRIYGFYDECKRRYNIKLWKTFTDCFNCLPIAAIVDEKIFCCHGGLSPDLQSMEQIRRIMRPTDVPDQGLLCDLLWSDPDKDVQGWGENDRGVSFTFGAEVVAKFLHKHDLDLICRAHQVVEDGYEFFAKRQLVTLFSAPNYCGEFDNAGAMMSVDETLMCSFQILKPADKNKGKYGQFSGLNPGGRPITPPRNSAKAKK
An asterisk follows results filed as active; x = not tested or not shown.

SMILES	procasp7 counter	PP5 primary	Efflux pump inh	TPT1 inhibitor	Fh CTSL1 inh	HCV core dimer	procasp3 activ	GASC-1 inh	PP1 inh
CC(=O)Nc1nc(C)c(-c2csc(Nc3cccc([N+](=O)[O-])c3)n2)s1	0	3.8	0.1	-2	3	5	5	10	11
CCCn1cnc2sc(C(N)=O)c(C)c2c1=O	10	0.0	0.0	1	-3	-1	0	-3	-4
CCOC(=O)c1ccc(CNC(=O)CSc2nnc(-c3ccncc3)o2)cc1	5	1.6	0.1	0	-1	2	1	-1	-3
CC(=O)n1cc(C2C(=O)CC(C)(C)CC2=O)c2ccccc21	-10	3.7	-0.1	2	6	-1	1	2	-11
Cc1ccc(NC(=O)CC2SC(=NC3CCCCC3)NC2=O)cc1 (stereo unspecified)	-5	-1.9	-6.2	0	2	8	-13	10	-1
Cn1c(CSCc2ccc(Cl)c(Cl)c2)nnc1SCC(=O)Nc1nccs1	13	-1.1	0.0	-3	0	5	0	10	2
CCC1(C)Cc2ccccc2-c2nc(NN)[nH]c(=O)c21 (stereo unspecified)	8	2.4	-0.1	2	2	-14	19	7	-5
COC(=O)c1cn(C(=O)c2cc(C)cc(C)c2)c2ccccc12	9	-0.7	0.0	-4	-5	-3	-6	-3	-4
O=C(O)c1cc(S(=O)(=O)N(Cc2ccccc2)c2ccccc2Cl)ccc1Cl	4	0.2	-0.1	2	-4	15	0	1	1
CC(=O)N1CCc2ccc(S(=O)(=O)N3CCc4ccccc43)cc21	1	1.7	0.1	0	0	4	2	9	-1

Next section, starting with the last two of the part before.
SMILES	procasp7 counter	PP5 primary	Efflux pump inh	TPT1 inhibitor	Fh CTSL1 inh	HCV core dimer	procasp3 activ	GASC-1 inh	PP1 inh
O=C(O)c1cc(S(=O)(=O)N(Cc2ccccc2)c2ccccc2Cl)ccc1Cl	4	0.2	-0.1	2	-4	15	0	1	1
CC(=O)N1CCc2ccc(S(=O)(=O)N3CCc4ccccc43)cc21	1	1.7	0.1	0	0	4	2	9	-1
Cn1c(=O)c(=O)n(C)c2cc(S(=O)(=O)Nc3ccc(OC(F)(F)F)cc3)ccc21	21	1.2	-0.1	-3	1	5	-1	2	2
N#Cc1c(NC(=O)CN2CCCCC2)sc2c1CCC2	-12	1.8	0.4	3	-2	-1	-14	1	-1
Cc1ccc(C)n1-c1sc2c(c1C(=O)O)CCCC2	-7	1.5	0.0	6	-6	-3	-5	-8	0
CN(C(=O)c1ccc(NC(=O)C2CCCN(C(=O)OC(C)(C)C)C2)cc1)C1CCCC1 (stereo unspecified)	3	x	-0.1	x	x	x	-3	-3	x
CC(=O)Nc1ccc(S(=O)(=O)N2CCC(C(=O)NC3CC3)CC2)cc1	-3	-0.2	-0.1	-2	-3	9	16	2	-3
Cc1cccc(C)c1NC(=O)CNC(=O)c1ccc(N2CCCC2=O)cc1	-3	-0.7	0.1	x	x	x	1	18	-1
Cc1ccc(C2=NC3(CCCCC3)NC2=S)cc1	4	-0.3	0.0	-1	-1	6	-5	12	-4
CC(C)OCCCNC(=O)NC(=O)c1ccc(Cl)cc1	8	3.0	0.0	-2	-2	-1	3	-31	-1
Cc1ccc(CC2CC(=O)N(c3ccc(C)cc3)C2=O)cc1 (stereo unspecified)	1	1.6	-0.1	2	-2	-1	-3	-10	1
CC1=C(C(=O)Nc2cc(C)ccn2)C(c2ccc(C)cc2)C2=C(CCCC2=O)N1 (stereo unspecified)	6	3.9	-0.1	5	1	-2	-11	4	0

The listing continues.
SMILES	procasp7 counter	PP5 primary	Efflux pump inh	TPT1 inhibitor	Fh CTSL1 inh	HCV core dimer	procasp3 activ	GASC-1 inh	PP1 inh
Oc1cncc(Cc2ccccc2)c1	6	0.9	0.0	-2	8	6	5	-15	-3
CC(=O)NC1(c2nnnn2CCOC(=O)Nc2ccc(Cl)cc2)CCCC1	3	-3.8	0.0	0	-4	5	0	-3	-4
COCCNC(=O)/C(C#N)=C/c1cccc(OCc2ccccc2)c1	-3	-2.1	0.1	-3	1	1	-3	12	-1
COc1ccc(S(=O)(=O)N2CCC(C(=O)NCC3CCCCC3)CC2)cc1	-3	2.0	-0.1	-2	0	3	10	-2	3
CCC1(C(=O)c2ccc(Cl)cc2)C2c3ccccc3OC(=O)C21C(=O)Nc1ccccc1 (stereo unspecified)	4	1.1	1.8*	1	-2	12	1	-6	7
COc1ccc(C2C=C(c3ccc(F)cc3)NC(=S)N2)cc1OC (stereo unspecified)	-3	-0.3	0.0	5	2	7	4	-3	-4
Cc1ccc(S(=O)(=O)N2CCC(C(N)=O)CC2)cc1C(=O)NC1CCCCC1	-4	0.4	0.1	-1	-4	1	-1	-8	10
CCOC(=O)N1CCC(=NNC(=O)c2ccccc2F)CC1	-1	1.5	-0.2	-1	2	-4	-3	1	-1
COc1ccc(/C=N/NC(=O)c2ccn[nH]2)cc1CSc1ccccn1	11	1.8	0.0	-1	-17	-9	4	-30	-2
O=C(c1cc(C(=O)N2CCOCC2)c2nc3ccccc3n2c1)c1ccccc1O	8	0.1	-0.1	1	7	1	8	-3	-1

Structures from the list above containing a Cl atom (5):
SMILES	procasp7 counter	PP5 primary	Efflux pump inh	TPT1 inhibitor	Fh CTSL1 inh	HCV core dimer	procasp3 activ	GASC-1 inh	PP1 inh
Cn1c(CSCc2ccc(Cl)c(Cl)c2)nnc1SCC(=O)Nc1nccs1	13	-1.1	0.0	-3	0	5	0	10	2
O=C(O)c1cc(S(=O)(=O)N(Cc2ccccc2)c2ccccc2Cl)ccc1Cl	4	0.2	-0.1	2	-4	15	0	1	1
CC(C)OCCCNC(=O)NC(=O)c1ccc(Cl)cc1	8	3.0	0.0	-2	-2	-1	3	-31	-1
CC(=O)NC1(c2nnnn2CCOC(=O)Nc2ccc(Cl)cc2)CCCC1	3	-3.8	0.0	0	-4	5	0	-3	-4
CCC1(C(=O)c2ccc(Cl)cc2)C2c3ccccc3OC(=O)C21C(=O)Nc1ccccc1 (stereo unspecified)	4	1.1	1.8*	1	-2	12	1	-6	7

The list goes on:
SMILES	procasp7 counter	PP5 primary	Efflux pump inh	TPT1 inhibitor	Fh CTSL1 inh	HCV core dimer	procasp3 activ	GASC-1 inh	PP1 inh
CCOC(=O)c1ccc[n+](CC(=O)Nc2ccccc2OC(F)F)c1	-5	-2.9	-0.1	1	-4	-1	9	6	-3
COc1cc(CCC(=O)N2CCN(c3ccc([N+](=O)[O-])cc3)CC2)cc(OC)c1OC	5	1.2	-0.2	0	2	2	-13	2	-1
COc1ccc(-c2c(C#N)sc(C(N)=O)c2-c2ccc(OC)cc2)cc1	-17	3.1	0.1	-3	3	5	4	5	-5
CCn1c(SCc2ccc(OC)c(F)c2)nc2ccccc2c1=O	-1	0.6	-0.2	0	0	-2	-8	1	1
Cc1cc(NC(=O)CSc2ncccc2C(=O)O)no1	8	2.4	0.0	0	-2	-3	-1	5	-1
COc1ccccc1CCC(=O)Nc1ccc(OC)c(S(=O)(=O)N2CCOCC2)c1	-11	2.1	0.0	x	x	x	-2	9	6
Cc1cc(C)c(NC(=O)COC(=O)c2c(C)noc2C)c(Cl)c1	6	0.2	0.3	x	x	x	4	21	-5
COc1ccc(Nc2nc(-c3cccc([N+](=O)[O-])c3)nc3ccccc23)c(OC)c1	-1	3.0	0.5	0	0	1	9	-13	0
CCc1nnc(NC(=O)CCC(=O)N2CCN(c3ccccn3)CC2)s1	-10	2.6	-0.1	-3	-1	-2	-2	0	5
COc1cc(CNC(=O)c2cccc(COc3ccc(Cl)cc3)c2)cc(OC)c1	1	2.9	-0.1	0	2	16	2	-5	-3

Carrying on.
SMILES	procasp7 counter	PP5 primary	Efflux pump inh	TPT1 inhibitor	Fh CTSL1 inh	HCV core dimer	procasp3 activ	GASC-1 inh	PP1 inh
CC1=NN(c2ccc(S(=O)(=O)O)cc2C)C(=O)C1	3	-2.1	0.1	-1	1	-4	-6	9	-5
NS(=O)(=O)c1ccc(CCNC(=O)CNC(=O)Cc2cccc3ccccc23)cc1	-12	-0.4	0.8	1	4	-2	-1	-4	-3
O=C(Cc1ccccc1)NC1CCN(S(=O)(=O)c2cccc(F)c2)CC1	-2	-1.7	-0.2	-9	7	-2	4	1	1
CC(NC(=O)CCn1c(=S)[nH]c2ccsc2c1=O)c1ccccc1 (stereo unspecified)	-9	-1.0	-0.5	-2	5	1	8	2	7
Oc1ccc(C[C@H]2CNCCN2CC2(c3ccccc3)CC2)cc1	3	1.7	-0.1	-3	-5	-27	2	6	2
Cc1cccc(-n2c(-c3ccncc3)n[nH]c2=S)c1	1	-1.0	-0.1	-1	0	0	-2	-3	-2
Cc1cc(C(=O)NC2CCCN(Cc3ccc(Cl)cc3)C2)no1 (stereo unspecified)	-2	1.5	0.1	-1	1	1	5	6	-1
O=C(NCC1CCCO1)C1c2ccccc2C(=O)N1C1CCCCCC1 (stereo unspecified)	3	0.6	-0.3	1	3	0	10	2	-4
O=C(N/C(=C\c1cn(-c2ccccc2)nc1-c1ccc(Cl)cc1)C(=O)N1CCOCC1)c1ccccc1	-3	0.5	-0.1	-1	-7	5	1	1	-4

Rows were taken by chance; any-hit rate near 2.9%.
